Tau fluor counter: counter-screen for tau fibril formation inhibitors | tau K18 P301L Alexa594 fluorescence, heparin fibrillization | Potency, µM (doses to about 57.7 µM), for the others: top-dose activity change, negative = decrease | actives 0.93% (n = 280,000) | AID 1463; further: on the % scale 0 is the no-effect control and ±100 the full control effect; nearly all actives have a fitted effect of over 55% in size
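Human K18 P301L tau (15 uM unlabeled plus 0.24 uM Alexa 594-labeled, final) in 100 mM sodium acetate pH 7 was mixed with compound and 20 uM heparin and incubated 6 hr at 37 C.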
ALDH1A1 inh: ALDH1A1 (human) enzyme inhibition. Potency, µM (top dose mostly 75.3 µM), for the others: top-dose activity, negative = inhibition, usual class: inhibitors. Purified ALDH1A1, NADH fluorescence, propionaldehyde substrate. P00352. actives 7.3% (n = 220,000); active means well fitted inhibition curve with a large enough effect, not every such curve was filed as active; inconclusive means small, poorly fitted or top-dose-only effect, or another doubt; inactive means no such curve, though single readings can be large or run the other way;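 further: plate controls were no enzyme wells and a reference inhibitor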
Target sequence (P00352 whole entry, looked up): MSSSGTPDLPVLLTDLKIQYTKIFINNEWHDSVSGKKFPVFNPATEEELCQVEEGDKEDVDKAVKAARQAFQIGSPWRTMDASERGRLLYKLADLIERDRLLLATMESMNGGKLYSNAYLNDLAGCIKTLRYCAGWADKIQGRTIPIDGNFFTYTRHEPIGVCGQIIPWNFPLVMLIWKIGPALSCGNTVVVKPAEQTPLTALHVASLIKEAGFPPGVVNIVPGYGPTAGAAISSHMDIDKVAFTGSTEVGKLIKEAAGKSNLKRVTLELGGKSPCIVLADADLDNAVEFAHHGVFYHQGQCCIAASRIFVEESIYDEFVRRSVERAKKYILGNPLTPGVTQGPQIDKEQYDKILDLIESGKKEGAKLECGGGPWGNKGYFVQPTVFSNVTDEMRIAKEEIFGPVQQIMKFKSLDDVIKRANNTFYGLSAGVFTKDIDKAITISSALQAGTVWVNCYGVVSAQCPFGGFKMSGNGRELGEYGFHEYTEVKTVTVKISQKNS
KDM4E inh: inhibitors of human JMJD2E histone demethylase; Potency, µM (titrated, usually from 57.1 µM), without a hit: top-dose activity change, negative = inhibition, actives largely listed as inhibitors; actives 1.6% (n = 230,000); JMJD2E catalytic domain, FDH-coupled NADH fluorescence (FDH is formaldehyde dehydrogenase); B2RXH2; active means well fitted inhibition curve with a large enough effect, not every such curve was filed as active; inconclusive means small, poorly fitted or top-dose-only effect, or another doubt; inactive means no such curve, though single readings can be large or run the other way;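 further: 0% = wells with enzyme and -100% = buffer wells without enzyme; nearly all actives have a fitted effect of over 50% in size; many of its hits are not listed in these tables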
Target sequence (B2RXH2 1-337 limits assumed): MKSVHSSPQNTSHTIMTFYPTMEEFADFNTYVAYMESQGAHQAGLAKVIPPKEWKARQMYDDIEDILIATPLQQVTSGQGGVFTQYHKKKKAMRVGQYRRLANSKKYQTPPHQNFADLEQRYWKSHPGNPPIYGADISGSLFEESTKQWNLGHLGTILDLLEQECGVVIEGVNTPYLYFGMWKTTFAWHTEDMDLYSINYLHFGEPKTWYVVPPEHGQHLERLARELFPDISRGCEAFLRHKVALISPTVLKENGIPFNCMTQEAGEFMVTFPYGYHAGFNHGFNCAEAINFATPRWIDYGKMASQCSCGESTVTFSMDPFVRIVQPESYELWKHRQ
Tau fibril ThT: inhibitors of human tau fibril formation, thioflavin T binding; P10636; recombinant tau K18 P301L (four-repeat tau fragment), heparin-induced fibrillization, ThT fluorescence; Potency, µM (top dose mostly 57.4 µM), without a hit: at the highest dose activity, negative = inhibition, actives largely listed as inhibitors; actives 2.1% (n = 270,000); further: on the % scale 0 is the no-effect control and ±100 the full control effect; nearly all actives have a fitted effect of over 55% in size
Target sequence (P10636 561-689 P618L limits assumed): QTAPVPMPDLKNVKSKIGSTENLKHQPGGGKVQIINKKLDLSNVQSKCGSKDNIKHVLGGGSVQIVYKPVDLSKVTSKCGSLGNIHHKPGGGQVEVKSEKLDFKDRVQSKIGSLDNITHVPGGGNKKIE
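K18 P301L tau (15 uM + 0.24 uM Alexa 594-tagged), heparin 20 uM, NaOAc pH 7, 6 h 37 C; ThT 30 uM, 1 h RT, ex 450/em 510 nm.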
HTT aggregate: reduces HttQ103-GFP aggregates in PC12 cells. AID 1688. actives 1.1% (n = 220,000). Potency, µM (titrated, usually from 46.1 µM), inactives show top-dose activity change, negative = inhibition, usual class: inhibitors. PC12 HttQ103-GFP aggregates, Acumen cytometry, 40 h; further: on the % scale 0 is the no-effect control and ±100 the full control effect; nearly all actives have a fitted effect of over 60% in size
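PC12 cells with ecdysone-inducible HTT exon1 Q103-GFP, induced by 100 nM tebufenozide, given compounds in a concentration series. GFP aggregates (1–25 um, 6 SD above background) counted in lysates by laser-scanning cytometry, 488 nm excitation.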
HTT ATP protect: cytoprotection in Huntington HTT-Q103 PC12 cell model | PC12 HTT-Q103 induced, cytoprotection, ATP luminescence, 40 h | Potency, µM (top dose mostly 56.4 µM), for the others: cytoprotection (ATP increase), usual class: activators | actives 0.14% (n = 230,000) | AID 1471;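 further: % of control where 0% means no effect; nearly all actives have a fitted effect of over 45% in size; toxic huntingtin expression switched on by the ecdysone agonist tebufenozide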
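Stable PC12 Q103-GFP cells in serum-supplemented, phenol red-free DMEM; induction by tebufenozide at 100 nM final; compound dose series; cell viability quantified luminescently from ATP.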
SMN2 splice up: increases expression of the SMN2 splice variant; actives 2.8% (n = 210,000); AID 1458; Potency, µM (highest dose often 46.1 µM), for inactives: at the top dose activity change, positive = activation, usual class: activators; HEK293 SMN2-luciferase splicing reporter, luminescence, 30-36 h; further: % of control where 0% means no effect; nearly all actives have a fitted effect of over 55% in size
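HEK293 cells carry an SMN2 minigene-luciferase reporter in which exon 7 inclusion puts luciferase in frame. Cells were seeded at 2000 cells/well, attached for 10-12 hours, then exposed to compounds for 30-36 hours at 37C before ONE-Glo luminescence.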
Tau fibril FP: inhibitors of human tau fibril formation; actives 0.39% (n = 280,000); Potency, µM (highest dose often 57.7 µM), for the others: top-dose activity, negative = inhibition, most hits filed as inhibitors; AID 1468; K18 P301L tau heparin fibrillization, Alexa594 FP, 6 h; P10636; further: on the % scale 0 is the no-effect control and ±100 the full control effect; nearly all actives have a fitted effect of over 55% in size
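Steps: dispense K18 P301L tau (15 uM plus 0.24 uM Alexa 594 tracer, final) in pH 7 sodium acetate; add compound; add heparin (20 uM final); incubate 6 hr, 37 C; add ThT (30 uM final); after 1 hr ambient, read FP.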
* = called active by the depositor; ? = inconclusive; . = not tested or not shown; & = joins results of further samples; [ ] = another dose, or the depositor's remark. Unless noted, the call rests on the fitted dose curve; in most records, active means well fitted curve in the direction sought with a large enough effect; inconclusive means small, poorly fitted or top-dose-only effect, or another doubt; inactive means no such curve, though single readings can be large; an effect the other way counts as inactive or inconclusive. Potency means the concentration at half of the fitted maximal effect. These rows are one share of the data, so the mix of outcomes need not match the whole.

mol	Tau fluor counter	ALDH1A1 inh	KDM4E inh	Tau fibril ThT	HTT aggregate	HTT ATP protect	SMN2 splice up	Tau fibril FP
Cc1ccc(S(=O)(=O)N2Cc3ccccc3CC2C(=O)Nc2ccc3c(c2)OCO3)cc1 (stereo not given)	?	-6%	6%	-14%	9%	1%	-4%	7%
Cc1cc(C)nc(N2CCN(c3ncnc4c3cnn4Cc3ccc(Cl)cc3Cl)CC2)n1	10%	-3%	2%	-2%	20%	21%	-23%	7%
COCCN1C(=O)c2cc(C(=O)Nc3ccc(C)c(F)c3)ccc2C1Nc1ccc(C)c(F)c1 (stereo not given)	-4%	-7%	-2%	-3%	10%	.	16%	-1%
O=C(COc1ccc(S(=O)(=O)Nc2ccccc2)cc1)NCc1ccncc1	-3%	?	-7%	2%	6%	-19%	-15%	-2%
Cc1ccc(N)cc1CN1CCCC1=O	9%	-2%	-1%	5%	2%	10%	37%	13%
CCOC(=O)CC(=O)CSc1nc(-c2ccc3c(c2)OCO3)cc(C(F)(F)F)c1C#N	-13%	?	?	?	-22%	-20%	0%	-4%
N/C(=N\NC(=O)Nc1ccc(Cl)cc1)c1ccccn1	?	6%	18%	?	-2%[9.22 µM]	3%[10 µM]	.	1%
C=CCN1C(=O)C(CCCC)NC1=S (stereo not given)	0%	10%	8%	-6%	3%	15%[1.9 µM]	-1%	0%
COc1ccc(Cc2noc(CN3CCN(Cc4csc(C)n4)CC3)n2)cc1OC	0%	1%	5%	-3%	3%	-38%[inhibitor]	.	-1%
Clc1ccc(OC2CCN(Cc3nc(CC4CC4)no3)CC2)cc1	-22%	0%	-4%	-14%	-8%[9.22 µM]	3%[10 µM]	.	4%
O=C(NCCCCc1ccccc1)c1cccc([N+](=O)[O-])c1	-15%	-5%	0%	-13%	0%[9.22 µM]	8%[10 µM]	-17%	10%
Cc1ccc(S(=O)(=O)N2CCC(=O)N(C(COCc3cccc(C(F)(F)F)c3)C(C)C)CC2)cc1 (stereo not given)	-18%	?	-2%	?	?	.	-23%	-8%
COc1ccc(C2C(C(C)=O)=C(C)N=c3s/c(=C\c4ccco4)c(=O)n32)c(OC)c1 (stereo not given)	?	-11%	-10%	13µM*	9%	18%	-8%	-6%
COC(=O)[C@@H]1C[C@@H]2CC[C@@H](O)C[C@@H]2N1Cc1ccc(N2CCOCC2)cc1	-6%	?	?	-13%	.	-42%[inhibitor]	-6%	3%
Clc1ccc(-c2nc3ccccn3c2CN2CCCCC2)cc1	1%	1%	?	-1%	2%	-18%	-5%	-3%
O=C(Cc1csc(-c2ccccc2)n1)NCc1ccccc1F	-3%	8%	5%	-3%	12%	.	10%	0%
CCc1nc2sc(C)c(C)c2c(=O)n1CCO	3%	4%	5%	0%	-16%	2%	-2%	-4%
O=C(CNS(=O)(=O)/C=C/c1ccccc1)OC1CCOC1=O (stereo not given)	-6%	-1%	0%	-1%	1%	-1%	9%	0%
CNC(=O)c1ccccc1NC(=O)c1ccc(C)c(S(=O)(=O)N2CCCCC2)c1	?	-11%	5%	?	4%	-12%[0.074 µM]	?	-15%
CCOc1cc(/C=N/NC(N)=O)cc(Br)c1OCC(=O)Nc1cccc2ccccc12	?	6%	-1%	-13%	4%[9.22 µM]	-5%	10%	-3%
Cc1nn(Cc2ccccc2)c(C)c1/C=N/NC(=O)CNc1cccc(C(F)(F)F)c1	?	-9%	-13%	-7%	19%	?	-17%	-4%
c1ccc(-c2nc(NCc3ccco3)c3ccccc3n2)nc1	-14%	?	2%	2%	18µM*	-72%[inhibitor]	-10%	6%
COc1ccc(S(=O)(=O)N(CC(=O)NC(C)C)Cc2ccccc2)cc1	-3%	?	1%	4%	-22%	3%	-11%	2%
CC1(c2ccccc2)NC(=O)N(CCN2C(=O)c3ccccc3C2=O)C1=O (stereo not given)	8%	-5%	-1%	5%	-7%	-13%[0.074 µM]	8%	10%
CCCCCCc1cc2cc(C(=O)NC)c(=N)oc2cc1O	-13%	?	?	8%	22%	-13%	-9%	6%

3 entries already listed, sorted by formula weight, rising:
mol	Tau fluor counter	ALDH1A1 inh	KDM4E inh	Tau fibril ThT	HTT aggregate	HTT ATP protect	SMN2 splice up	Tau fibril FP
C=CCN1C(=O)C(CCCC)NC1=S (stereo not given)	0%	10%	8%	-6%	3%	15%[1.9 µM]	-1%	0%
Cc1cc(C)nc(N2CCN(c3ncnc4c3cnn4Cc3ccc(Cl)cc3Cl)CC2)n1	10%	-3%	2%	-2%	20%	21%	-23%	7%
CCOc1cc(/C=N/NC(N)=O)cc(Br)c1OCC(=O)Nc1cccc2ccccc12	?	6%	-1%	-13%	4%[9.22 µM]	-5%	10%	-3%

Next section:
mol	Tau fluor counter	ALDH1A1 inh	KDM4E inh	Tau fibril ThT	HTT aggregate	HTT ATP protect	SMN2 splice up	Tau fibril FP
COC(=O)c1[nH]c2cccc(OC)c2c1NC(=O)C(C)N1CCC(C)CC1 (stereo not given)	-6%	?	?	-12%	-15%[9.22 µM]	-1%	-1%	-2%
COc1ccccc1/C=C/C=N/n1c(-c2ccncc2)n[nH]c1=S	-7%	4%	-6%	-7%	-1%	23%[0.074 µM]	15%	3%
CCCSc1ncc(Cl)c(C(=O)Nc2sc(C(C)=O)c(C)c2C(=O)OCC)n1	-12%	.	.	0%	.	.	10%	-2%
O=C(NCCO)c1cccc2c1C(=O)c1ccccc1-2	-13%	20µM*	-1%	-11%	?	.	-10%	0%
Cc1cccc(-c2nnc(NC(=O)c3cccs3)s2)c1	-3%	?	?	-3%	6%	.	?	-1%
O=C(NC(=S)NCCN1CCOCC1)c1ccc(Cl)cc1	-3%	8%	-1%	-10%	5%	-1%[10 µM]	-1%	3%
Cc1ccc(-c2nnc(-c3ccccc3)c(N3CCOCC3)n2)cc1	-14%	-11%	-3%	-14%	-17%	-39%[inhibitor]	-16%	-3%
O=C(NCCN1CCCCCC1)C1CCCN1S(=O)(=O)c1cccc2nsnc12 (stereo not given)	10%	.	-16%	.	11%[9.22 µM]	17%[10 µM]	.	-12%
O=C(Cn1c(=O)n(Cc2ccccc2)c(=O)c2sc3ccccc3c21)Nc1ccccc1F	-9%	.	.	?	.	.	-18%	28µM*
COC(=O)C1=C(N)Oc2c(oc(CO)cc2=O)C1c1ccccc1F (stereo not given)	-3%	-1%	4%	-2%	14%	-16%	-1%	6%
CCCCNC(=O)CCCCC(=O)N/N=C/c1cccc(Cl)c1	10%	-11%	14%	17%	-8%	.	6%	4%
O=C(NC1CCCCCCC1)c1cc(COc2ccc3ncccc3c2)on1	-11%	?	-11%	?	3.2µM*	-55%[inhibitor]	-61%[inhibitor]	-2%
CC(c1nnc(SCC(=O)Nc2cccnc2Cl)n1-c1ccccc1)N(C)C (stereo not given)	1%	?	-5%	-3%	21%	-19%[10 µM]	4%	3%
O=C(CSc1nnc(-c2cccnc2)n1-c1ccccc1)Nc1ccccn1	1%	-2%	1%	-4%	12%	2%	1%	-4%
Cc1nc(-c2ccc(S(=O)(=O)N3CCCN(CCc4ccccc4)CC3)s2)cs1	-29%	.	?	-9%	5%[9.22 µM]	14%[10 µM]	.	3%
Cc1cc(C(=O)OCn2nnc3ccccc3c2=O)c(C)n1-c1ccccc1	-9%	-9%	-2%	5%	-15%[9.22 µM]	-26%[10 µM]	-4%	1%
CNCc1c(C)nn(-c2ccccc2)c1C	-9%	-7%	23%	-14%	12%	-13%	4%	-2%
CCOC(=O)N/N=C(\C)c1ccc(-n2cnnn2)cc1	1%	6%	1%	?	0%	-4%	-3%	6%
Cc1ccc(C(=O)N/N=C\C=C\c2ccc(Br)cc2)cn1	-8%	1%	-14%	-21%	-1%	-23%	-27%	-5%
CC(CN1CCOCC1)OC(=O)c1cccs1 (stereo not given)	1%	?	-3%	1%	22%	-3%	-5%	-1%
CCC(=O)Nc1cc(SCCO)cc([N+](=O)[O-])c1	4%	4%	5%	2%	-6%	-20%	18%	4%
Cc1cc(C)c(CN2CCN(Cc3ccc(C)o3)C(CCO)C2)c(-n2cccn2)c1 (stereo not given)	-14%	11%	-3%	-3%	-9%[9.22 µM]	1%[10 µM]	.	-1%
CC(C)CCNC(=O)Cc1ccc(Nc2nc(=S)[nH]c3ccccc23)cc1	-12%	4%	4%	-7%	2%	5%	9%	-1%
COCCNC(=O)C(=O)N/N=C(\C)CC(=O)Nc1ccc2c(c1)OCO2	-14%	-17%	44%[activator]	-17%	-10%	-23%	0%	-10%
NS(=O)(=O)c1cccnc1Nc1cccc(C(F)(F)F)c1	-9%	1%	-14%	-7%	21%	-8%	-23%	-2%
COCCCNC(=O)CCC(=O)NNc1nc2ccccc2c2nc(C)nn12	3%&0%	4%	2%	0%&3%	-20%	-19%	-5%&-14%	-8%&-6%
Cn1c(=O)c(=O)n(C)c2cc(S(=O)(=O)CCC(=O)Nc3cccc(C(F)(F)F)c3)ccc21	-8%	.	.	-5%	.	.	5%	-13%
Cc1cccc(-c2nnc(-c3ccccc3)o2)c1	-11%	-13%	-26%	-11%	-9%	-15%	11µM*	-2%
CCCSc1cc(N2CCN(C)CC2)nc(-c2ccc(OC)cc2)n1	?	?	2%	-7%	-17%	-2%	-30%	?
C(#CCN1CCC(Cc2ccccc2)CC1)COCCOCc1ccccc1	-7%	-2%	9%	-10%	?	26%[10 µM]	-10%	-9%
CCC(C)(C)NC(=O)C(c1ccncc1)N(C(=O)c1sc(C)nc1C)c1ccc(C)cc1 (stereo not given)	-15%	-1%	-4%	-14%	2%[9.22 µM]	-3%[10 µM]	.	-4%
C=CCNC(=O)c1ccccc1NC(=O)COc1ccccc1	-7%	-3%	-11%	-5%	-2%[9.22 µM]	-5%[10 µM]	-10%	5%
Oc1ccc(/C=N/NC(=S)Nc2cccnc2)cc1	-22%	.	-12%	?	-16%[9.22 µM]	-27%[10 µM]	.	-2%
O=C(CCc1ccccc1)NCCSCc1c(F)cccc1Cl	-3%	-5%	5%	-3%	8%	-8%[10 µM]	-10%	11%
O=C(O)c1cccc(N=NN2CCCCCC2)c1	-4%	-7%	-1%	?	-6%	11%[10 µM]	0.63µM*	-12%

Compound activity as filed in PubChem BioAssay.
